# Source: PubChem (The Scripps Research Institute Molecular Screening Center)
# TTR transcr act – TTR transcription activators in neuroblastoma reporter cells, primary screen, cell-based, luminescence, SH-SY5Y, TTR promoter Gaussia luciferase; 100% = recombinant luciferase protein wells; activation, % at 16.7 µM; 1.3% of 92,000 active;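 active means activation above the mean of all tested compounds plus 3 SD, cut at about 9.5% in these data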;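 further: cells exposed to compounds for one day before reading; 0% = median of all test compound wells on the plate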
# The depositor's hits bear a star. The list is partial; the hit share may differ from the screen's.
SMILES,TTR transcr act
COc1ccc(CNC(=O)CN(Cc2ccc(F)cc2)C(=O)c2csnn2)cc1,-2.2
O=CN1CCN(S(=O)(=O)c2ccc(S(=O)(=O)NC3CCCCC3)cc2)CC1,0.5
CCOC(=O)c1ccc(NC(=S)Nc2cccc(C)n2)cc1,0.4
O=C(NC1CCCC1)C(c1ccco1)N(C(=O)c1csnn1)c1ccccc1 (stereo not drawn),-0.2
c1ccc(-c2noc(CCC3CCCC3)n2)cc1,0.6
Cn1c(=O)[nH]c(=O)c2c1nc(Br)n2CC(O)COc1ccccc1 (stereo not drawn),-0.7
CCCCc1c(-c2ccccc2OC)ncn1CCc1cccc(F)c1,-1.7
N=c1oc2cc(O)ccc2cc1C(=O)Nc1ccc(F)cc1,5.5
COc1ccc(Br)cc1CNC(=O)CCCc1cn(C)c2ccccc12,-1.2
Cc1cc(C(=O)NNC(=O)c2cccc(N(C)C)c2)c(C)o1,-1.4
Cc1cc(C(=O)NNc2ccc(F)cc2F)no1,4.8
S=C(NCc1ccncc1)Nc1ccc(Cl)cc1Cl,0.2
COc1ccc(S(=O)(=O)N2CCN(Cc3cc(OC)c(OC)c(OC)c3)CC2)cc1,-0.8
S=C(Nc1ccccc1Cl)N1CCCC(c2ccccc2)=N1,-0.1
CS(=O)(=O)Nc1cccc(C2=NN(C(=O)c3ccco3)C(c3ccco3)C2)c1 (stereo not drawn),-2.0
Cc1cc(N/C=C(\C#N)S(=O)(=O)c2ccccc2Cl)nc(C)n1,-0.4
COCc1cc(=O)[nH]c(/N=C(\N)Nc2ccc(Cl)c(Cl)c2)n1,1.3
O=c1[nH]c2c(cnn2-c2ccc(Cl)cc2)c(=O)n1-c1cccc(Cl)c1,-1.6
Cc1nn(C)c(C)c1CCC(=O)N1CCCC(C(=O)c2cccc(OC(C)C)c2)C1 (stereo not drawn),10*
Cc1cc(C)cc(OCc2nnc(SCC(=O)c3ccccc3)o2)c1,1.3
CCCc1cc(=O)c2c(O)ccc(OC)c2o1,-1.8
O=C(OCc1ccco1)c1cccnc1,1.8
CN(C)/C=C(/C(=O)c1ccc(Cl)c(Cl)c1)c1nnnn1-c1ccccc1,0.7
N#C/C(=C/c1cccc(C(F)(F)F)c1)c1nc(CCN2C(=O)c3ccccc3C2=O)cs1,-1.9
N=C1C(c2ccccc2)=C(O)CN1c1ccc2c(c1)OCO2,3.3

# Continued; it opens with the seven that closed the last part.
SMILES,TTR transcr act
Cc1nn(C)c(C)c1CCC(=O)N1CCCC(C(=O)c2cccc(OC(C)C)c2)C1 (stereo not drawn),10*
Cc1cc(C)cc(OCc2nnc(SCC(=O)c3ccccc3)o2)c1,1.3
CCCc1cc(=O)c2c(O)ccc(OC)c2o1,-1.8
O=C(OCc1ccco1)c1cccnc1,1.8
CN(C)/C=C(/C(=O)c1ccc(Cl)c(Cl)c1)c1nnnn1-c1ccccc1,0.7
N#C/C(=C/c1cccc(C(F)(F)F)c1)c1nc(CCN2C(=O)c3ccccc3C2=O)cs1,-1.9
N=C1C(c2ccccc2)=C(O)CN1c1ccc2c(c1)OCO2,3.3
CCn1cnc2c(NCc3cccnc3)nc(C#N)nc21,0.9
O=C(CCCOc1ccc(Cl)cc1)Nc1ccc(N2CCOCC2)cc1,0.3
COc1ccc(NC(=O)CC(c2ccc(F)cc2)c2ccc(OC(C)C)cc2)cc1 (stereo not drawn),-0.5
CN(CC(=O)O/N=C(\N)c1cccc([N+](=O)[O-])c1)S(=O)(=O)c1ccccc1,0.0
COc1ccc(-c2ccc3c(c2)S(=O)(=O)c2cccc(C(=O)N4CCN(C5CCCCC5)CC4)c2C3=O)cc1OC,-5.0
O=C(CNS(=O)(=O)c1ccc(F)cc1)N1CCCC1,1.6
COc1ccc(Cl)cc1CNC[C@H]1O[C@@H](n2cnc3c(=O)[nH]c(N)nc32)[C@H](O)[C@@H]1O,0.8
Cc1cc2cc(CCNC(=O)c3cccc([N+](=O)[O-])c3)c(=O)[nH]c2cc1C,0.8
O=S(=O)(NCc1ccco1)c1ccc(Cl)nc1,0.4
Cc1cc(Nc2c(C#N)c(N)nn2C)ccc1F,-0.3
CC(C)(C)NC(=O)c1nn(Cc2ccccc2)c(=O)c2ccccc12,10*
Cc1ccc(C(=O)Oc2ccc(-c3nccc(-c4ccccn4)n3)cc2)cc1,4.3
CC(NC(=O)CSc1ccc(S(=O)(=O)N2CCOCC2)cn1)c1ccc(Cl)cc1Cl (stereo not drawn),-2.8
COc1ccc(-c2nc(C#N)c(N3CCC(C(N)=O)CC3)o2)cc1OC,5.3
CC(C)[C@H](NC(=O)C1CCN(S(=O)(=O)c2ccc(F)cc2)CC1)C(=O)N1CCCC1,4.7
Cc1ccccc1C(OCCN(C(C)C)C(C)C)c1ccccc1 (stereo not drawn),3.0
COc1ccc(S(=O)(=O)N2CCC(C(=O)Nc3cccc(C(C)=O)c3)CC2)cc1,1.4
CC(=O)NCCC(=O)N1CCCC(CNC(=O)c2ccc(-c3ccccc3)cc2)C1 (stereo not drawn),0.0
C=CC[C@]12C=C(OC)C(=O)C(OC)=C1O[C@@H](c1ccc3c(c1)OCO3)[C@H]2C,-0.9
Cc1cc(C)nc(SCC(=O)Nc2ccnc3ccccc23)n1,-3.1
CCOC(=O)CCCNC(=O)COC(=O)c1cc(C)cc(C)c1,2.2
CCCC(=O)NCCc1nc2cc([N+](=O)[O-])ccc2n1C,-1.9
COc1ccc(S(=O)(=O)N(C)C[C@H]2Oc3cc(Br)ccc3S(=O)(=O)N([C@H](C)CO)C[C@H]2C)cc1,28*
Cc1nn(C)c(C(=O)NNC(=S)NCc2ccccc2)c1Cl,2.6
Cc1ccc(N2CC(C(=O)NCc3cccs3)CC2=O)cc1 (stereo not drawn),0.1

# Laid out differently: results already given
structure | TTR transcr act
O=C(CNS(=O)(=O)c1ccc(F)cc1)N1CCCC1 | 1.6
COc1ccc(Cl)cc1CNC[C@H]1O[C@@H](n2cnc3c(=O)[nH]c(N)nc32)[C@H](O)[C@@H]1O | 0.8
Cc1cc2cc(CCNC(=O)c3cccc([N+](=O)[O-])c3)c(=O)[nH]c2cc1C | 0.8

# Next part:
SMILES,TTR transcr act
Cc1ccc(NC(=S)NCc2ccc3c(c2)OCO3)cc1,-0.6
COc1ccc(N2CCN(C(=O)Cc3ccc(Cl)cc3)CC2)cc1,2.6
CCC1COCCS(=O)(=O)N1Cc1cccc(Cl)c1 (stereo not drawn),0.7
COc1ccccc1NC(=O)N1CCn2c(nc3ccccc32)C1,-1.5
COCCNc1nc2cc(-c3ccc(F)cc3)sc2c(=O)n1C,0.4
CCn1c(=O)cc(SCC(=O)Nc2ccc(C)cn2)c2ccccc21,4.2
COc1ccc(OC)c(NC(=O)CN(Cc2ccc(F)cc2)C2CCCCC2)c1,-0.8
CC(=O)Nc1ccc(S(=O)(=O)NCCC(=O)N2CCc3ccccc32)cc1,2.0
Cc1ccccc1-c1noc(-c2ccc(O)cc2)n1,-1.9
O=C(c1ccccc1Sc1ccccc1[N+](=O)[O-])N1CCCCC1,1.9
O=C(c1ccc(F)cc1)c1c[nH]c(C(=O)NCc2ccco2)c1,0.8
CC(C)Oc1ccc(Cc2cnc(=S)[nH]c2N)cc1,-0.1
CC(=O)Nc1ccc(S(=O)(=O)N2CCCCC2C(=O)O)cc1 (stereo not drawn),-2.8
N[C@@H](Cc1ccccc1)c1nnc(SCc2ccccc2F)o1,-2.7
CCOC(=O)c1c(NC(=O)CC2Sc3ccc(C(F)(F)F)cc3NC2=O)sc(C)c1C (stereo not drawn),-0.1
O=C(c1cc2ccccc2c(=O)o1)N1CCCC1,5.8
CCCc1ccc2ccc3ccccc3c2n1,1.1
Cc1ccnc(NS(=O)(=O)c2ccc(NC(=O)C3CC3)cc2)n1,4.8
COc1cc(/C=N/N2C(=O)C3C4c5ccccc5C(c5ccccc54)C3C2=O)ccc1O (stereo not drawn),1.4
CC(C)(C)n1nnnc1C(c1ccc(F)cc1)N1CCN(Cc2ccc3c(c2)OCO3)CC1 (stereo not drawn),4.0
O=c1[nH]cn[nH]1,0.4
CCOC(=O)C1CCCN(c2c(Nc3ccc(C)c(C)c3)c(=O)c2=O)C1 (stereo not drawn),1.2
Cc1cccc(C(=O)Nc2nnc(Cc3ccccc3)s2)c1,-1.9
CCCn1cc(S(=O)(=O)c2ccc(C)cc2)c(=O)c2cc(OC)ccc21,-0.7
O=C(NCCc1c[nH]c2ccccc12)[C@H](Cc1c[nH]c2ccccc12)NC1(C(=O)NC2CCCCC2)CCCCCCC1,-0.8
# The list goes on:
SMILES,TTR transcr act
Cc1ccc(S(=O)(=O)N2C[C@@H]3[C@H]4CC[C@H](C4)[C@@H]3[C@@H](C)[C@@H]2c2ccn([Si](C(C)C)(C(C)C)C(C)C)c2)cc1,7.1
COc1ccc(C(=O)C[n+]2ccc(N)c(C)c2C)cc1,0.4
C=CCSc1nnc(COc2ccc(=O)n(-c3ccccc3)n2)n1CC,-0.7
COc1ccc(N(CC(=O)N2CCN(c3ccc(Cl)cc3)CC2)S(=O)(=O)c2c(C)n[nH]c2C)cc1,-0.7
Cc1ccccc1-c1nc(-c2ccccn2)no1,-0.4
CCN(C(=O)COC(=O)c1cnc(C)cn1)C1CCS(=O)(=O)C1 (stereo not drawn),-1.6
COC(C(=O)NNS(=O)(=O)c1ccc([N+](=O)[O-])cc1)c1ccccc1 (stereo not drawn),-1.8
Cn1c(NCc2ccccc2)cc(=O)n(C)c1=O,2.0
COc1c(Cl)cc(Cl)cc1C(=O)Nc1ccc(NC(C)=O)cc1,0.8
COc1ccccc1NC(=O)CC12CC3CC(CC(Br)(C3)C1)C2,0.6
CCOc1cc(CN2CCCC(C(=O)c3cccc(C(F)(F)F)c3)C2)ccc1O (stereo not drawn),3.9
CCOc1ccc(C(C(=O)NCC2CCCO2)N(Cc2ccccc2)C(=O)c2snc(C(N)=O)c2N)cc1 (stereo not drawn),-3.9
O=C(Cc1ccc(NC(=O)C2CCCN(C(=O)C3CCCCC3)C2)cc1)Nc1ccc(C(=O)N2CCOCC2)cc1 (stereo not drawn),-0.5
Cc1ccc(NC(=O)CCNS(=O)(=O)c2cc(Br)cnc2N)cc1Cl,-0.5
Cc1ccc(S(=O)(=O)N2CCC(C(=O)NCCCN3CCCCCC3)CC2)cc1,0.1
COc1ccc(-c2cc(-c3nc4ccccn4c3NCc3ccccc3)ccc2OC)cc1,-16
CCOC(=O)[C@@]12CCCC=C1N(CCc1ccc(Cl)cc1)C(=O)[C@H]2CC(=O)NCc1ccccc1,-0.5
O=C1NC[C@@H](CCCCN2CCN(CCc3ccc(O)cc3)C(=O)C2=O)N(CC2CCCCC2)C1=O,-0.6
COc1ccc(NC(=O)CN(C)C(=O)c2cc(C3CC3)nn2-c2ccccc2)cc1,1.0
COC(=O)c1cncc(C)c1,0.3
COc1cc(/C=N/Nc2nc(N3CCCC3)nc(N3CCCC3)n2)ccc1OCc1ccccc1F,0.3
CC[C@]1(C(=O)OC)[C@H]2C(=O)N(C)C(=O)[C@H]2[C@H]2CN=C(SCC3CC3)N21,4.3
Cn1c(=O)[nH]c(=O)c2c1[nH]c(=S)n2Cc1ccccc1,-1.2
CSc1ccccc1C(=O)NCc1ccc(C)cc1,0.2
O=C(CSc1nc(-c2ccco2)cc(C(F)(F)F)n1)N1CCN(Cc2ccccc2)CC1,5.1

# Rewritten as tab-separated lines: entries from further up
smiles	TTR transcr act
CCCn1cc(S(=O)(=O)c2ccc(C)cc2)c(=O)c2cc(OC)ccc21	-0.7
O=C(NCCc1c[nH]c2ccccc12)[C@H](Cc1c[nH]c2ccccc12)NC1(C(=O)NC2CCCCC2)CCCCCCC1	-0.8
Cc1ccc(S(=O)(=O)N2C[C@@H]3[C@H]4CC[C@H](C4)[C@@H]3[C@@H](C)[C@@H]2c2ccn([Si](C(C)C)(C(C)C)C(C)C)c2)cc1	7.1

# Other records
SMILES,TTR transcr act
Cc1cc(C)c(NC(=S)NC(=O)c2ccc(-c3ccccc3)cc2)c(C)c1,0.5
Cc1ccccc1N(C=O)c1ccccc1C,-2.9
COC(=O)[C@]12C[C@H](CC(=O)NCc3ccc(OC)c(OC)c3)C(=O)N(Cc3ccc(Cl)cc3Cl)C1=C[C@H](C1CCCC1)O[C@@H]2C,-0.3
CCn1cc(CNC(=S)Nc2cccc(Cl)c2C)cn1,0.1
CC(C)(C)OC(=O)N1CCC(c2cc(=O)n3[nH]cc(C(=O)NC4CCCC4)c3n2)CC1,-0.9
CCCC(=O)N1CCCC(c2cc(C(=O)NCc3cccnc3)no2)C1 (stereo not drawn),-0.1
O=C(NCCF)C1Nc2ccc(OC(F)(F)F)cc2C2C=CCC12 (stereo not drawn),3.9
Cn1c(CC(=O)Nc2ccccc2Cl)nnc1SCC(=O)NC1=NCCS1,2.9
CCOC(=O)C1CCN(S(=O)(=O)c2cc(Br)cc3c2N(C(=O)C2CC2)CC3)CC1,0.9
CC1(C)CC(=O)C(C=NCCN2CCN(C(=S)NC3CCCCC3)CC2)=C(O)C1,2.0
CC(C)C(=O)NCC(c1ccc2c(c1)OCO2)N1CCOCC1 (stereo not drawn),-0.1
NC(CSC(c1ccccc1)(c1ccccc1)c1ccc2c(c1)OCO2)C(=O)O (stereo not drawn),0.9
COc1cc2c(cc1OC)C(c1cccnc1)CC(=O)N2 (stereo not drawn),0.0
CC(=O)Nc1cccc(NC(=O)Nc2ccc(C)c(Cl)c2)c1,-3.7
Cc1ccccc1-c1nc(S(=O)(=O)c2ccc(Cl)cc2)c(NCCN2CCOCC2)o1,-1.3
COc1cc(OC)c(C2CC(=O)N3CN(c4ccccc4C)CSC3=C2C#N)cc1OC (stereo not drawn),-0.4
O=C(Nc1c(Cl)cc(Cl)cc1C(=O)NCC1CCCO1)c1ccco1 (stereo not drawn),-0.4
CNS(=O)(=O)c1cccc(C(=O)OCC(=O)Nc2ccc(OC)cc2[N+](=O)[O-])c1,-0.6
COc1cc2c(cc1NC(=O)COC(=O)[C@@H](NC(=O)c1ccccc1F)C(C)C)oc1ccccc12,-1.2
C#CCNC(=O)C[C@@H]1C(=O)N2CCCC3=C2[C@@]1(C(=O)OC)CCCC3,-0.4
Cc1ccc(C(=O)Nc2ccc(N3CCN(C)CC3)cc2)cc1C,0.1
